# KLF5 inhibitor = KLF5 expression inhibitors, primary screen, DLD-1 cells, luminescence; DLD-1 KLF5 promoter-luciferase reporter; inhibition, % at 5 µM; 290,000 compounds, 0.23% hits; AID 1700, 2009;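 active = inhibition above a per-plate limit of that plate's mean compound inhibition plus 3 SD, cut at about 60% in these data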;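 also: 0% = DMSO wells and 100% = LY294002 at 200 µM; higher means less KLF5 promoter-driven luciferase light; inactives centre near -14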
# HDAC3 inh = HDAC3 deacetylase inhibitors, primary screen, biochemical, fluorescence, cell-free homogeneous; recombinant HDAC3, fluorogenic peptide/trypsin coupled; Histone deacetylase 3 (Homo sapiens), O15379; AID 2718, 2010; inhibition, % at 8.3 µM; 320,000 compounds, 0.15% hits; in the data active = inhibition above about 26%, passing the limit was not always enough
# Target sequence (O15379 whole entry, looked up): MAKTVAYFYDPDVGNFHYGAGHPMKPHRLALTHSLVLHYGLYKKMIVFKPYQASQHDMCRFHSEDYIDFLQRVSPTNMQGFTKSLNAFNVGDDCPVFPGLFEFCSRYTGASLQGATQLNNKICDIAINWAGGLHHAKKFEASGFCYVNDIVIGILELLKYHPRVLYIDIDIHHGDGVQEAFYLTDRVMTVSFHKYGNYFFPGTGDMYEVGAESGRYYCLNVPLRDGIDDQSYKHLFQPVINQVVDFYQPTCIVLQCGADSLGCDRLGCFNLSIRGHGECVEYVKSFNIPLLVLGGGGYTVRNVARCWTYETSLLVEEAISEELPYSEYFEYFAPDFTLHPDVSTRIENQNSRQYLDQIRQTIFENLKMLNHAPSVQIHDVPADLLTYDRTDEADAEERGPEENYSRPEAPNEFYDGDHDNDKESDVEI
# HSP90 refold inh = HSP90 inhibitors, primary screen, cell lysate, luminescence | inhibition, % at 5.6 µM | 290,000 compounds, 0.91% hits | Rabbit reticulocyte lysate, luciferase refolding luminescence, 3 h | AID 1789, 2009;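 active = inhibition above the screen-wide mean plus 3 SD, computed separately per campaign, cut at about 16% in these data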;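 also: 0% = DMSO wells and 100% = 60 µM geldanamycin wells; inhibitors lower the luminescence because luciferase stays unfolded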
# Platelet DG rel = inhibitors of platelet dense granule secretion, primary screen, cell-based, MLPCN, human platelets; human platelet-rich plasma, SFLLRN dense granule ATP release, luminescence; 300,000 compounds, 0.22% hits; inhibition, %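 (compounds screened at 7.5 µM in platelet-rich plasma)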; AID 1663, 2009;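 active = mean replicate score, as percent of positive control, at or above 50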
# AI-2 QS modul = Vibrio harveyi AI-2 quorum sensing modulators, primary screen, JMH597 strain, luminescence/OD600 ratio; 300,000 compounds, 0.4% hits; Vibrio harveyi JMH597 AI-2 luminescence/OD600 ratio, 9 h; active compounds read low; strain lacks LuxN and CqsS sensors; 0 = neutral-control median; activity change, % at 7.5 µM; in the data active = activity change below about -75%, passing the limit was not always enough;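 also: luminescence divided by OD600 gain over 9 h not by final OD600 alone; inactives centre near 13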
# HIF activator = HIF pathway transcriptional activators, primary screen, cell-based, U2OS HRE-luciferase, luminescence; U2OS HRE-luciferase reporter; normalized: DMSO 0%, desferrioxamine 100%; activation, % at 7.5 µM (by protocol); 300,000 compounds, 0.32% hits; AID 1910, 2009;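 active = mean activation of at least 10% of the iron chelator positive control signal, with at least half of replicates also reaching 10%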
# IEC-6 cytotox = cytotoxicity in IEC-6 intestinal epithelial cells, primary screen, cytotoxicity control for KLF5 inhibitor project, cell-based, luminescence; IEC-6 cytotoxicity, luminescence viability; inhibition, % at 5 µM; 290,000 compounds, 0.78% hits; AID 1825, 2009; in the data active = inhibition above about 22%;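 also: 0% = plate median of test compound wells and 100% = cytotoxic reference compound wells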
# HSF1 inhib = HSF1 inhibitors in luciferase reporter cells, primary screen, cell-based, NIH3T3, luminescence. 300,000 compounds, 0.77% hits. NIH3T3-HGL HSE-luciferase, MG132-induced, luminescence 8 h; active compounds read low. activity change, negative = inhibition, % at 7.5 µM (by protocol);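 active = more than half of replicate wells show activity change below -50%, luminescence cut by over half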;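 also: luciferase reports HSF-1 transcriptional activity via heat shock element; 0% = median of DMSO wells and -100% = zero luminescence signal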
# HSF1 activator = HSF-1 activators, primary screen, NIH3T3-HGL cells, MG132 stress, luminescence, single point | NIH3T3-HGL HSF-1 luciferase reporter, 8 h; 100% = twice DMSO control signal | activation, % at 9 µM | 300,000 compounds, 1.7% hits;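 active = mean replicate activation of at least 50% with a set share of replicates each reaching 50%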;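 also: 0% = median of the neutral control wells and 100% = twice that signal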
# aSyn UTR inh = MLPCN primary screen, SNCA 5' untranslated region; inhibition, % (tested at 7.5 µM); 300,000 compounds, 0.82% hits; alpha-synuclein 5'UTR reporter, inhibitor activity; AID 1813, 2009; in the data active = inhibition above about 60%;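 also: H4 neuroglioblastoma cells stably carrying SNCA 5'UTR luciferase fusion; 0% = DMSO wells and 100% = positive control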
# * hit, by the source's call; · = no result given.
SMILES,KLF5 inhibitor,HDAC3 inh,HSP90 refold inh,Platelet DG rel,AI-2 QS modul,HIF activator,IEC-6 cytotox,HSF1 inhib,HSF1 activator,aSyn UTR inh
CSc1ccc(S(=O)(=O)NCC(=O)OCC(=O)NCCc2ccccc2)cc1[N+](=O)[O-],·,1,·,12,26,-0.4,·,1,4,-10
O=Cc1cn(CCC(=O)O)nc1-c1cc2ccccc2o1,-12,6,-4,1,15,-0.1,1,-8,-15,-10
COc1ccccc1-c1nc(C#N)c(N2CCc3ccccc3C2)o1,-49,-112,-2,5,10,0.3,-2,3,12,-13
CCc1cc(C=C(Cl)Cl)oc(=O)c1C,-24,0,-2,1,2,-0.1,-1,-3,-6,-117
CCOc1ccccc1OCCOCCN1CC(C)OC(C)C1 (stereo not drawn),-9,-1,-1,1,12,1.5,-1,-5,-8,7
CN(CC(=O)N1CCN(c2ccccn2)CC1)S(=O)(=O)c1ccc2ccccc2c1,11,-2,1,0,6,-0.2,-1,-3,-13,-4
O=c1[nH]c2c(s1)C(c1ccco1)C1C3CCC(C3)C1S2 (stereo not drawn),-20,1,0,7,22,-0.3,0,0,3,9
COC(=O)c1cnc(NNS(=O)(=O)c2ccc(C(F)(F)F)cc2)nc1C(F)(F)F,-13,8,1,10,-2,-0.9,-10,3,9,12
COC(=O)c1c(NC(=O)Cc2cccs2)sc(C)c1C,26,11,-1,12,30,0.0,3,3,12,6
Cc1ccc(NC(=O)C2CCCN(S(=O)(=O)c3c(C)noc3C)C2)c(Br)c1 (stereo not drawn),-26,0,-2,-1,6,0.8,4,0,8,12
Cc1cc(NC(=O)c2cc(-c3ccccn3)nc3ccccc23)no1,-31,3,6,4,10,0.4,4,3,-1,13
CC(=O)C1=C(O)C(=O)N(c2ccc(O)cc2)C1c1ccc(C)cc1 (stereo not drawn),-30,7,-1,-3,22,2.3,-3,-1,-1,-1
CCN(CC)S(=O)(=O)c1ccc(OC)c(NC(=O)c2cc(C)on2)c1,-8,1,1,3,9,0.1,-2,0,3,17
CC(C(=O)Nc1nncs1)N1C(=O)C2C3C=CC(C3)C2C1=O (stereo not drawn),-8,-4,10,2,17,-0.1,3,4,3,3
CCc1nn(CC(=O)NCCc2ccc(S(N)(=O)=O)cc2)c(=O)c2cc3sccc3n12,-30,-3,-1,-1,23,-0.6,-7,10,1,-11

# Only AI-2 QS modul and HIF activator, for some of the entries so far:
molecule,AI-2 QS modul,HIF activator
COc1ccccc1-c1nc(C#N)c(N2CCc3ccccc3C2)o1,10,0.3
O=Cc1cn(CCC(=O)O)nc1-c1cc2ccccc2o1,15,-0.1
Cc1cc(NC(=O)c2cc(-c3ccccn3)nc3ccccc23)no1,10,0.4
O=c1[nH]c2c(s1)C(c1ccco1)C1C3CCC(C3)C1S2 (stereo not drawn),22,-0.3
COC(=O)c1c(NC(=O)Cc2cccs2)sc(C)c1C,30,0.0

# Additional records follow:
SMILES,KLF5 inhibitor,HDAC3 inh,HSP90 refold inh,Platelet DG rel,AI-2 QS modul,HIF activator,IEC-6 cytotox,HSF1 inhib,HSF1 activator,aSyn UTR inh
CCOC(=O)C(=O)Nc1ccccc1C(=O)NCc1ccccc1,-69,-1,-6,2,15,-0.3,4,2,-13,-9
O=C(Oc1ccc2c(=O)c(Oc3ccc4ccccc4c3)coc2c1)c1cccnc1,-29,-1,-1,0,-89*,0.3,0,7,22,2
O=C(c1ccccc1F)N1CCN(S(=O)(=O)c2ccc3c(c2)OCCO3)CC1,-1,32*,-2,2,4,0.8,-7,-13,-8,-10
CCC(C)N(C(=O)CCC(=O)Nc1cc(C)on1)C(C(=O)NC(C)(C)C)c1ccccc1Cl (stereo not drawn),-9,6,1,25,4,0.5,4,7,-13,15
COc1cc(NC(=S)NCc2cccnc2)cc(OC)c1OC,-1,-1,4,2,15,-0.1,-3,6,-16,8
Cc1cccc(NC(=O)CN2C(=O)N/C(=C/c3cc(C)n(C(C)C)c3C)C2=O)c1,-25,1,5,-8,38,-0.3,0,-57*,-66,18
CCOC(=O)C(Cc1ccccc1)C(=O)c1ccco1 (stereo not drawn),·,3,·,-4,5,-0.3,·,7,-5,1
Cc1cccc(C)c1OCC(=O)Nc1nnc(C2CCCO2)s1 (stereo not drawn),-11,-2,-2,0,16,-0.7,-3,-2,14,2
CCc1ccc(NC(=O)C2CCCN(S(=O)(=O)c3cccnc3)C2)cc1 (stereo not drawn),-11,-3,2,-4,0,-0.3,-2,1,-13,-11
O=C(N/N=C/c1ccc2cccc(OCc3ccccc3)c2n1)c1ccc(Br)cc1,-14,-5,3,-5,9,0.9,4,1,9,-6
Cc1ccc(C(=O)Nc2ccc(F)cc2F)o1,-37,0,2,8,14,1.8,5,-2,2,-44
CCCOc1cccc(C(=O)Nc2cccnc2)c1,-22,5,4,0,7,·,2,-6,10,-45
CC(=O)Nc1ccc(/C(C)=N/Nc2nc(N3CCOCC3)nc(N3CCOCC3)n2)cc1,-21,6,2,6,5,0.5,0,4,1,-38
O=C(O)c1ccc2c(c1)CCCN2,-44,-10,4,-5,13,0.1,0,-7,-4,-16
Cc1cccc(OCC(=O)Nc2ccccc2N2CCCC2)c1C,·,-2,·,-5,13,-0.1,·,9,10,2

# Single records (already shown). Order of screens: KLF5 inhibitor	HDAC3 inh	HSP90 refold inh	Platelet DG rel	AI-2 QS modul	HIF activator	IEC-6 cytotox	HSF1 inhib	HSF1 activator	aSyn UTR inh
# O=C(O)c1ccc2c(c1)CCCN2 as listed: -44	-10	4	-5	13	0.1	0	-7	-4	-16
# Cc1cccc(NC(=O)CN2C(=O)N/C(=C/c3cc(C)n(C(C)C)c3C)C2=O)c1 as listed: -25	1	5	-8	38	-0.3	0	-57*	-66	18

# More records follow.
SMILES,KLF5 inhibitor,HDAC3 inh,HSP90 refold inh,Platelet DG rel,AI-2 QS modul,HIF activator,IEC-6 cytotox,HSF1 inhib,HSF1 activator,aSyn UTR inh
CC1=NN(C2=NS(=O)(=O)c3ccccc32)C(C)(O)C1 (stereo not drawn),-5,8,-3,-5,12,-0.3,20,2,12,-9
CCCCCCC(=O)N=Nc1c(O)[nH]c2ccc([N+](=O)[O-])cc12,14,5,1,-47,-2,0.1,-1,3,14,-3
CCOC(=O)c1c(N)sc2c1CCCC2,-4,7,5,0,10,-0.4,2,-23,-19,-4
O=c1cc(-c2ccc([N+](=O)[O-])cc2)c2ccc(O)cc2o1,1,16,-1,11,18,0.0,-5,-11,-4,11
O=C1CCc2cc(S(=O)(=O)NCc3ccc(Cl)cc3)cc3c2N1CC3,·,2,·,3,15,1.6,·,1,5,14
Cc1c(N2C(=O)c3ccccc3C2=O)c(=O)n(-c2ccccc2)n1C,1,-6,-3,0,8,0.0,-6,-7,6,21
O=C(CNC(=O)c1ccccc1F)Nc1ccncc1,·,5,·,8,-18,0.0,·,0,-5,-1
CCn1c(=S)sc2c(=O)n(CC(=O)Nc3ccccc3C(F)(F)F)c(C)nc21,1,-1,-2,1,29,-0.6,-6,-2,6,-26
Cn1c(C(=O)N2CCN(Cc3ccc4c(c3)OCO4)CC2)cc2sccc21,-12,7,-2,10,20,0.0,-6,-7,-6,13
CCOC(=O)c1oc2ccc(S(=O)(=O)Nc3ccc4c(c3)n(C)c(=O)n4C)cc2c1C,-29,1,1,-2,23,0.4,-5,-9,-6,-32
Cn1c(OCc2cccnc2)nc2c1c(=O)n(Cc1ccc(Cl)cc1)c(=O)n2C,-46,-2,-3,4,-1,-0.1,-4,2,6,40
O=C(NCC1CCCO1)c1onc(CSc2cccc(Cl)c2)c1C(=O)O (stereo not drawn),-27,-1,1,-1,16,0.0,2,-7,-13,-6
O=C(CC(c1ccco1)C1CCCCC1=O)c1ccccc1 (stereo not drawn),-42,0,0,-6,25,0.0,2,0,5,-5
CC(C)Cn1nc(NC(=O)c2cccs2)c2cc3ccccc3nc21,-1,1,1,-3,24,1.0,6,-8,-12,-16
CS(=O)(=O)N(CCc1ccccc1)CC(=O)Nc1ccc2c(c1)OCO2,5,2,4,4,12,0.0,3,-1,6,-14
CC1CN(c2oc(-c3ccco3)nc2S(=O)(=O)c2ccccc2)CC(C)O1 (stereo not drawn),-6,4,-3,-28,19,-0.6,0,-8,-18,3
C/C=C/C=N/Nc1nc(-c2ccc([N+](=O)[O-])cc2)cs1,-27,3,-4,2,9,0.6,8,-2,15,-24
CCCOc1ccc(N2C(=O)CC(N(Cc3ccco3)C(=O)CCC(=O)O)C2=O)cc1 (stereo not drawn),-33,·,4,2,15,-0.1,-5,6,3,-2
CCCCCC(=O)Nc1cc(S(=O)(=O)N2CCOCC2)ccc1Oc1ccc(OCC)cc1,·,9,·,-19,23,0.4,·,8,-10,13
S=C(NC1CCCCCC1)NC1CCCC1,-38,4,-3,7,24,0.1,-3,0,6,8
COc1ccc(C2=NN(c3ccccc3)C(c3cn(CCC(=O)O)nc3-c3ccccc3)C2)cc1 (stereo not drawn),0,-39,-9,14,8,0.4,-2,7,-10,-11
CC(C)CN(C(=O)CSc1nn(-c2ccc(Cl)cc2)c(=S)s1)C1CCS(=O)(=O)C1 (stereo not drawn),15,-2,-2,-7,30,-0.5,10,-1,-10,16
Cc1ccc2nc(-c3cccnc3)cc(C(=O)N3CCN(c4ccc([N+](=O)[O-])cc4)CC3)c2c1,-14,6,3,2,7,-0.6,1,9,16,-6
O=C(CN1C(=O)c2ccccc2S1(=O)=O)c1ccc2c(c1)OCCCO2,101*,11,80*,-2,-14,-1.7,-5,-88*,-90,114*
COc1cc2c(cc1NC(=O)CN1C(=O)NC3(CCc4ccccc43)C1=O)oc1ccccc12 (stereo not drawn),-18,5,2,0,9,-0.8,-4,6,36,0
